Screens (PubChem BioAssay)
CCR6 antagonist: antagonists of human CCR6 receptor; 340,000 tested, 0.49% active; AID 493098; P51684; inhibition, % at 20 µM; CHO-K1 CCR6 PathHunter beta-arrestin, luminescence, CCL20-stimulated;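 active = compounds whose inhibition of the agonist-driven luminescence signal at 20 µM reaches about 50%, limit read from the data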;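 also: cells stimulated with CCL20 at 14 nM final; plate controls were DMSO with CCL20 for no effect and DMSO without agonist for full effect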
Jurkat NFkB inh: inhibitors of the PMA/ionomycin-induced NF-kB reporter in Jurkat cells; inhibition, % at 4 µM; 330,000 tested, 0.53% active; PMA/ionomycin-induced NF-kB luciferase reporter, luminescence
SENP8 inh: SENP8 protease inhibition; Q96LD8; purified SENP8, Z-RLRGG-aminoluciferin cleavage, luminescence; inhibition, % at 10 µM; 330,000 tested, 1.2% active; AID 2540
Target sequence (Q96LD8 whole entry, looked up): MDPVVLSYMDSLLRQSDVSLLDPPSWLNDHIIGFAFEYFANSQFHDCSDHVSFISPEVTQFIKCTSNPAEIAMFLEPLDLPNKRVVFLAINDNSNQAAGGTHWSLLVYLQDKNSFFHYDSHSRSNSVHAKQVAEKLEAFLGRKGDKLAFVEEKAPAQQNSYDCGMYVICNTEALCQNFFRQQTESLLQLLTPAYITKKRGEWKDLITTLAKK
UBC13 polyUb: human UBC13 polyubiquitination inhibition. inhibition, % at 20 µM. P61088. AID 485273. 330,000 tested, 0.47% active. UBC13 polyubiquitin chain formation, TR-FRET; in the data active = inhibition above about 45%, passing the limit was not always enough
Target sequence (P61088 whole entry, looked up): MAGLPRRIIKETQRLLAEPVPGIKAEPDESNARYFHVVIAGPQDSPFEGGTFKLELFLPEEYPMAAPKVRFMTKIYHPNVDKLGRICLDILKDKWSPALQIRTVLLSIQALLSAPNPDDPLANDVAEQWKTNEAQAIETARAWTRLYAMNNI
Gli-Sufu antag: antagonists of Gli-Sufu signaling | Sufu-KO-LIGHT fibroblasts, Gli luciferase reporter luminescence | inhibition, % at 5 µM | 340,000 tested, 0.74% active;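 active = inhibition above about 55%, limit read from the data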;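 also: 0% = DMSO-treated cells and 100% = wells with medium but no cells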
697 NFkB inh: lowers PMA/ionomycin-induced NF-kB signal in 697 B cells. 697 B-cell NF-kB luciferase reporter, 16 h. inhibition, % at 4 µM. 330,000 tested, 0.33% active. AID 435022; in the data active = inhibition above about 35%
Apaf-1 inh: blocks human Apaf-1 apoptosome activity. 330,000 tested, 0.71% active. inhibition, % at 20 µM. reconstituted apoptosome caspase-3 activity, DEVD-Rh110 fluorescence; active = inhibition of at least 40% at 20 µM;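 also: plate controls were DMSO wells for no effect and DEVD-CHO caspase inhibitor wells for full effect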
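System: Apoptosome proteins | Medium: Hepes pH 7.5 with detergent and BSA | Also added: Cytochrome c trigger plus (Z-DEVD)2-Rh110 caspase-3 substrate | Incubation: 30 min compound preincubation, 50 min activation, room temperature | Detection: Rhodamine 110 fluorescence at Ex 480/Em 540 nm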
EBI2 antag: EBI2 (human) antagonism; P32249; inhibition, % at 5 µM; 360,000 tested, 0.81% active; EBI2 beta-arrestin recruitment, luminescence, 7a,25-OHC stimulated; in the data active = inhibition above about 38%;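 also: enzyme fragment complementation signal reports receptor beta-arrestin coupling in cells; 0% = agonist plus DMSO wells and 100% = wells without agonist; some results beyond the cut were filed as inactive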
Target sequence (P32249 whole entry, looked up, the tested form may be a part): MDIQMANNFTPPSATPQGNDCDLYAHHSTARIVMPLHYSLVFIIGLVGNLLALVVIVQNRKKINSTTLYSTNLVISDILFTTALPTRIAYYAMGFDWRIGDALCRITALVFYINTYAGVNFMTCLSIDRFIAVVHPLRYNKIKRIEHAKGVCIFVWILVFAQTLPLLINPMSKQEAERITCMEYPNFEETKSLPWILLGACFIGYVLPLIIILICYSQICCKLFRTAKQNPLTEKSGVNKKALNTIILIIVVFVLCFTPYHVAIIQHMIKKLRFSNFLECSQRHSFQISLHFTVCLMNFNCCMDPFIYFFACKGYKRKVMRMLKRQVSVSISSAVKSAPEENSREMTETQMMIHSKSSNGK
The depositor's hits bear a star. Rule as the data show it, unless noted: active = inhibition above about 50%; inactive = the rest. A portion of the library, so the mix of outcomes need not match the whole.

[1] Cc1ccc(NC(=O)CN(c2ccc(Cl)cc2)S(=O)(=O)c2cc([N+](=O)[O-])ccc2Cl)cc1
[2] O=c1[nH]c2ccc(F)cc2[nH]c1=O
[3] CN(c1ccc(C(=O)NCCSC(C)(C)C)cc1)S(C)(=O)=O
[4] Nc1c(N(CCC2=CCCCC2)C(=O)c2ccccc2F)c(=O)[nH]c(=O)n1Cc1ccccc1
[5] CC1CCCC(C)N1C(=O)CSc1nnc(COc2cccc3cccnc23)o1 (stereo unspecified)
[6] Cc1c(C(=O)OCC(=O)N(C)Cc2ccc(Cl)cc2)oc2ccccc12

entry no.	1	2	3	4	5	6
CCR6 antagonist	12	-1	17	18	0	10
Jurkat NFkB inh	6	-8	-59	6	2	0
SENP8 inh	0	4	8	-12	-11	-2
UBC13 polyUb	2	7	3	-1	0	4
Gli-Sufu antag	11	-6	-45	-1	6	-26
697 NFkB inh	15	13	-47	1	7	10
Apaf-1 inh	18	-11	-5	-4	8	16
EBI2 antag	16	-10	-5	-6	-2	3

[7] CNC(=S)n1cnc(N)n1
[8] CCOC(=O)C1=C(N)Oc2cc(O)ccc2C1c1ccc([N+](=O)[O-])cc1 (stereo unspecified)
[9] Cc1nn(C)cc1NC(=O)c1cc2nc(-c3ccco3)cc(C(F)(F)F)n2n1
[10] O=C(COc1ccc(Cl)cc1)NCCCNC(=O)c1ccncc1
[11] COc1ccccc1-c1sc2ccccc2c1-c1ccc(C(C)=O)cc1
[12] CC(=O)NCC(=O)NC1CCCc2c1cnn2-c1ccccc1F (stereo unspecified)

entry no.	7	8	9	10	11	12
CCR6 antagonist	10	3	6	-9	5	2
Jurkat NFkB inh	-6	14	-20	16	-42	-8
SENP8 inh	-4	-1	-5	-4	-3	3
UBC13 polyUb	2	8	-5	7	47*	-10
Gli-Sufu antag	-2	45	0	32	4	-12
697 NFkB inh	-4	-7	16	0	-5	0
Apaf-1 inh	-2	-1	-3	1	22	-3
EBI2 antag	5	28	-5	-6	11	-3

[13] CN1C=CC=C/C1=C1\SC(=S)N(C2CCCCC2)C1=O
[14] COc1ccc(/C=N/NC(=O)c2cccnc2)cc1CN1CCc2ccccc2C1
[15] Cc1ccc(-c2nn(-c3ccccc3)cc2/C=N/NC(=O)c2ccc3c(c2)OCO3)cc1
[16] COc1ccc(Cl)cc1NC(=O)c1cccc(NC(=O)CCC(=O)O)c1
[17] CC(=O)c1c(O)cc(=O)oc1-c1ccc(C)cc1
[18] Cc1ccn2c(NC3CCCCC3)c(C)nc2c1

entry no.	13	14	15	16	17	18
CCR6 antagonist	19	14	-5	7	-5	15
Jurkat NFkB inh	-3	11	-67	4	-9	16
SENP8 inh	6	-7	-7	-2	-3	1
UBC13 polyUb	-97	-2	-13	6	2	8
Gli-Sufu antag	0	7	-35	-1	7	9
697 NFkB inh	6	2	-53	11	9	0
Apaf-1 inh	-4	0	12	1	-7	-13
EBI2 antag	-5	-3	2	-3	11	7

[19] N#C/C(=C/c1ccc(F)cc1)c1nc(CCN2C(=O)c3ccccc3C2=O)cs1
[20] CN(Cc1cccs1)C(=O)CSc1nc2ccccc2[nH]1
[21] O=C(Nc1ccc(C(=O)NCCCN2CCN(c3ccc(F)cc3)CC2)cc1)C1=CSCCO1
[22] c1ccc2c(c1)nc(-c1ccncc1)n2CCNc1nc(CN2CCCCC2)cs1
[23] Cc1cccc(NC(=O)C2CCN(S(=O)(=O)c3c(C)noc3C)CC2)c1
[24] Nn1c(SCC(=O)NC(=O)Nc2ccc3c(c2)OCCO3)nnc1C1CC1

entry no.	19	20	21	22	23	24
CCR6 antagonist	-4	0	-6	0	17	2
Jurkat NFkB inh	-5	-2	-7	4	-2	2
SENP8 inh	1	5	7	-7	1	3
UBC13 polyUb	-2	1	65*	3	1	-3
Gli-Sufu antag	-1	1	19	-18	4	-6
697 NFkB inh	7	-19	-19	25	-21	-33
Apaf-1 inh	26	-5	-1	7	-13	-2
EBI2 antag	-13	-2	-1	-6	-12	-2

[25] Cc1ccc(S(=O)(=O)N(C)C)cc1NC(=O)C(C)OC(=O)c1ccc2c(c1)OCCO2 (stereo unspecified)
[26] O=C1C2CCCCC2C(=O)N1c1nccs1 (stereo unspecified)
[27] CCc1c(C)nc2ncnn2c1Nc1ccc(C)cc1
[28] CCOC(=O)C1CCCN(C(=O)c2ccc3c(c2)NC(=O)C(N2CCOCC2)S3)C1 (stereo unspecified)
[29] Cc1n[nH]c(=S)n1/N=C/c1ccc(-c2ccccc2[N+](=O)[O-])o1
[30] CN(CP(=O)(O)CCc1ccccc1)S(C)(=O)=O

entry no.	25	26	27	28	29	30
CCR6 antagonist	5	1	7	-9	13	1
Jurkat NFkB inh	2	-9	6	-1	-6	-14
SENP8 inh	-13	-2	4	-4	2	5
UBC13 polyUb	3	-2	0	-10	-20	2
Gli-Sufu antag	-12	7	14	-1	0	1
697 NFkB inh	-2	14	1	-52	-10	10
Apaf-1 inh	-12	2	-12	-1	20	-4
EBI2 antag	14	-1	-3	-2	3	3

[31] Clc1ccc(-c2nc3ccccn3c2CN2CCOCC2)cc1
[32] COc1ccccc1/C=C(/CC(=O)NCc1ccc2c(c1)OCO2)c1nc2ccccc2s1
[33] O=C(Nc1ccccc1)Nc1ccc(Cl)c(S(=O)(=O)N2CCOCC2)c1
[34] Cc1c(CC(=O)N[C@@H](C)C(=O)O)c(=O)oc2cc3c(cc12)CCC(C)(C)O3
[35] Cc1oc(/N=C/c2ccccc2)c(C#N)c1C
[36] CCOC(=O)Cc1nc2cc(Cl)ccc2o1

entry no.	31	32	33	34	35	36
CCR6 antagonist	7	12	3	3	15	-2
Jurkat NFkB inh	-10	4	6	6	12	6
SENP8 inh	-11	-3	-1	-2	11	-15
UBC13 polyUb	-6	-13	6	9	-2	-10
Gli-Sufu antag	8	-16	10	-5	-15	-11
697 NFkB inh	-14	1	0	7	4	2
Apaf-1 inh	5	20	-9	0	7	5
EBI2 antag	5	2	10	-14	-4	-14

[37] CCCOc1cccc(C(=O)NCCNC(=O)c2ccccn2)c1
[38] CCOC(=O)/C=c1\s/c(=C\c2ccc3cc(OC)ccc3c2)c(=O)n1CC(=O)NCC1CCCO1 (stereo unspecified)
[39] CC(C)Cc1cc(C(=O)Nc2sc3c(c2C#N)CCCC3)no1
[40] COC(=O)C(NC(C)=O)(Nc1ccccn1)C(F)(F)F (stereo unspecified)
[41] Cc1ccc(C)c(S(=O)(=O)N2CCCOC2CNC(=O)C(=O)NCc2ccccn2)c1 (stereo unspecified)
[42] Cc1cc(C(=O)N/N=C/c2cccn2C)n[nH]1

entry no.	37	38	39	40	41	42
CCR6 antagonist	9	-16	25	-33	0	-7
Jurkat NFkB inh	-4	-12	-11	2	5	-2
SENP8 inh	-1	0	7	3	6	-10
UBC13 polyUb	5	-6	-4	2	0	-5
Gli-Sufu antag	-10	-5	-18	0	-4	-10
697 NFkB inh	9	-12	-13	9	9	-7
Apaf-1 inh	-2	17	7	20	-11	-14
EBI2 antag	0	3	-4	3	7	1

[43] Cc1cccc(C)c1OCC(=O)NCc1nnc(SCC(=O)NC2CCCCC2)n1C
[44] CC(Sc1nnc(-c2ccc(Cl)cc2)n1C)C(N)=O (stereo unspecified)
[45] Cc1ccc([N+](=O)[O-])c(OCCN2CCC(Cc3ccccc3)CC2)c1
[46] COc1ccc2c(c1)C(=O)c1ccccc1CO2
[47] COCc1cc(=O)n2[nH]c(-c3ccsc3-n3c(C)ccc3C)cc2n1
[48] O=C1C2C3C=CC(CC3)C2C(=O)N1c1ccc(Br)cc1[N+](=O)[O-] (stereo unspecified)

entry no.	43	44	45	46	47	48
CCR6 antagonist	-10	8	1	-2	8	-6
Jurkat NFkB inh	1	-10	4	-6	4	-14
SENP8 inh	-2	-7	-11	23	-6	5
UBC13 polyUb	-3	-4	10	9	14	0
Gli-Sufu antag	2	-16	-19	-16	2	9
697 NFkB inh	20	-3	5	-5	18	1
Apaf-1 inh	2	14	-10	-3	8	1
EBI2 antag	-11	-5	-4	3	-2	0

[49] Oc1ccccc1CNc1ccc(OC(F)(F)F)cc1
[50] CCOc1ccc(C(=O)Nc2ccc(NC(=O)c3cccs3)cc2)cc1[N+](=O)[O-]
[51] COc1cccc(CNC(=O)CCNS(=O)(=O)c2ccc(C)cc2)c1
[52] CC1=C(C(N)=O)C(c2ccccc2F)NC(=O)N1 (stereo unspecified)
[53] COc1ccccc1C(=O)Nn1c(-c2cccs2)nc2ccccc2c1=O
[54] CC(NC(=O)c1ccccc1NC(=O)c1ccncc1)c1ccccc1 (stereo unspecified)

entry no.	49	50	51	52	53	54
CCR6 antagonist	4	10	9	-12	16	11
Jurkat NFkB inh	2	15	0	-2	8	-10
SENP8 inh	8	8	-2	2	1	-9
UBC13 polyUb	7	-2	1	-3	6	-15
Gli-Sufu antag	4	4	-9	-5	-11	-4
697 NFkB inh	-84	6	1	15	20	-4
Apaf-1 inh	18	-17	4	-1	6	-9
EBI2 antag	8	0	-1	-2	4	-5

[55] Cc1cccc(N2CC(C(=O)Nc3ccc(S(=O)(=O)N4CCCCC4)cc3)CC2=O)c1C (stereo unspecified)
[56] CC1(C)OC2CCN3C(C(O)COS3(=O)=O)C2O1 (stereo unspecified)
[57] O=C(c1ccccc1Br)N1CCN(Cc2ccc3c(c2)OCO3)CC1
[58] CNC[C@H]1Oc2c(NS(=O)(=O)c3cccs3)cccc2C(=O)N([C@H](C)CO)C[C@@H]1C

entry no.	55	56	57	58
CCR6 antagonist	12	3	10	-12
Jurkat NFkB inh	19	-8	-2	3
SENP8 inh	2	-14	3	1
UBC13 polyUb	2	0	2	6
Gli-Sufu antag	25	-8	-12	-6
697 NFkB inh	-19	3	-4	12
Apaf-1 inh	19	-3	-3	-5
EBI2 antag	10	2	2	-11

Of the compounds above, 8 contain a Cl atom.
[1] Cc1ccc(NC(=O)CN(c2ccc(Cl)cc2)S(=O)(=O)c2cc([N+](=O)[O-])ccc2Cl)cc1
[6] Cc1c(C(=O)OCC(=O)N(C)Cc2ccc(Cl)cc2)oc2ccccc12
[10] O=C(COc1ccc(Cl)cc1)NCCCNC(=O)c1ccncc1
[16] COc1ccc(Cl)cc1NC(=O)c1cccc(NC(=O)CCC(=O)O)c1
[31] Clc1ccc(-c2nc3ccccn3c2CN2CCOCC2)cc1
[33] O=C(Nc1ccccc1)Nc1ccc(Cl)c(S(=O)(=O)N2CCOCC2)c1
[36] CCOC(=O)Cc1nc2cc(Cl)ccc2o1
[44] CC(Sc1nnc(-c2ccc(Cl)cc2)n1C)C(N)=O (stereo unspecified)

entry no.	1	6	10	16	31	33	36	44
CCR6 antagonist	12	10	-9	7	7	3	-2	8
Jurkat NFkB inh	6	0	16	4	-10	6	6	-10
SENP8 inh	0	-2	-4	-2	-11	-1	-15	-7
UBC13 polyUb	2	4	7	6	-6	6	-10	-4
Gli-Sufu antag	11	-26	32	-1	8	10	-11	-16
697 NFkB inh	15	10	0	11	-14	0	2	-3
Apaf-1 inh	18	16	1	1	5	-9	5	14
EBI2 antag	16	3	-6	-3	5	10	-14	-5
